Giardia FBPA inh = inhibitors of Giardia lamblia fructose-1,6-bisphosphate aldolase | 290,000 compounds, 0.71% hits | purified Giardia FBPA | Potency, µM (titrated, usually from 59.6 µM), for the others: at the top dose activity, negative = inhibition, hits mostly inhibitors | A8B2U2 | AID 2451; active means well fitted inhibition curve with a large enough effect; inconclusive means small, poorly fitted or top-dose-only effect, or effect the other way; further: nearly all actives have a fitted effect of over 55% in size
Target sequence (A8B2U2 whole entry, looked up): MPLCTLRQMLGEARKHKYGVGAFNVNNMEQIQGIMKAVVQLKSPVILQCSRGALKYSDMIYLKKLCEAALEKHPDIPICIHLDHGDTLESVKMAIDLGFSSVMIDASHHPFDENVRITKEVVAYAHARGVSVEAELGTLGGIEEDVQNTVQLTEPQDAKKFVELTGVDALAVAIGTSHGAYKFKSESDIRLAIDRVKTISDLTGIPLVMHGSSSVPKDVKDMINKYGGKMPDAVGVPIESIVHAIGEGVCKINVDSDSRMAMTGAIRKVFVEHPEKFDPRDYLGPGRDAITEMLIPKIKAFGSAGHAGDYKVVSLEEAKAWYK
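Giardia FBPA (40 nM reagent) was preincubated 10 min at RT with compound (up to 57.5 uM final), then substrate plus GAPDH/TPI/NAD/arsenate coupling system with diaphorase/resazurin was added; resorufin fluorescence (525/598 nm) was read after 20 min.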
* = called active by the depositor; ? = inconclusive; & = joins results of further samples; [ ] = another dose, or the depositor's remark. On the % scale 0 is the no-effect control and ±100 the full control effect; potency means the concentration at half of the fitted maximal effect. Some of the compounds tested. The share of hits here may be higher or lower than overall.

canonical_smiles | Giardia FBPA inh
CCC1OC(=O)C(C)[C@@H](O[C@H]2C[C@@](C)(OC)C(O)C(C)O2)C(C)[C@@H](O[C@@H]2OC(C)CC(N(C)C)C2O)[C@@](C)(O)CC(C)C2NC(COCCOC)O[C@H](C2C)[C@@]1(C)O (stereo partly drawn) | 4%
O=C1[C@H]2[C@H]3[C@H](O)[C@H](O)C/C(=N/OCc4ccccc4)[C@H]3CC[C@@H]2C(=O)N1C[C@@H]1CCCO1 | -7%[12.9 µM]
O=c1c(-c2ccc(F)cc2)nc2cncnc2n1-c1ccccc1 | 1%
COc1cccc(-c2ccc3ncnc(NCCN4CCOCC4)c3c2)c1 | -1%
CC(C)NC(=O)N1CC[C@@]2(CCCNC2)C1 | -8%
O=C(c1ccncc1)N1CCC2(CC1)CCN(c1ccc(-c3ccccc3)cc1)CC2 | 5%
Cc1noc(C)c1-c1cc(NCc2cccnc2)ncn1 | -3%
O=C1C2=CC[C@@H]3C(=O)N(c4ccc(F)cc4F)C(=O)[C@H]3[C@H]2[C@H](O)[C@H]2O[C@H]12 | 1%[12.9 µM]
CO[C@H]1COC(=O)[C@H]2CCCN2C(=O)[C@@H](C)COC(=O)C/C=C\[C@@H]1C | -1%[12.9 µM]
N[C@@H](Cn1cc(F)c(=O)[nH]c1=O)C(=O)O | -7%
CCCn1c(-c2ccc(F)cc2)nc2c(NC3CCN(Cc4ccccc4)CC3)nc(C)nc21 | 2%
Cc1ccc2c(c1)C1(C=CC(=O)C=C1)CC(=O)N2C | -14%
N=C(C[C@@H](O)COc1ccccc1-c1ccccc1)N1CCCCC1 | 4%
CS(=O)(=O)c1ccc(C(O)C(CO)NC(=O)C(Cl)Cl)cc1 (stereo not drawn) | 5%
COCOc1ccc(OC)cc1C(=O)/C=C/c1ccc(OC)c(Br)c1 | 2%&-2%

Gathered by group: the compounds so far containing a halogen
canonical_smiles | Giardia FBPA inh
O=c1c(-c2ccc(F)cc2)nc2cncnc2n1-c1ccccc1 | 1%
O=C1C2=CC[C@@H]3C(=O)N(c4ccc(F)cc4F)C(=O)[C@H]3[C@H]2[C@H](O)[C@H]2O[C@H]12 | 1%[12.9 µM]
N[C@@H](Cn1cc(F)c(=O)[nH]c1=O)C(=O)O | -7%
CCCn1c(-c2ccc(F)cc2)nc2c(NC3CCN(Cc4ccccc4)CC3)nc(C)nc21 | 2%
CS(=O)(=O)c1ccc(C(O)C(CO)NC(=O)C(Cl)Cl)cc1 (stereo not drawn) | 5%
COCOc1ccc(OC)cc1C(=O)/C=C/c1ccc(OC)c(Br)c1 | 2%&-2%

New compounds follow
canonical_smiles | Giardia FBPA inh
C[C@H](CCC(=O)O)[C@H]1CC[C@H]2[C@H]3C(C[C@H](O)[C@]12C)[C@@]1(C)CC[C@@H](O)C[C@H]1C[C@H]3O (stereo partly drawn) | 1%
COCC(=O)N1CCC2(CCCN(c3cccc(-c4ccccc4)c3)C2)CC1 | -4%
O=c1c(-c2cccs2)nc2cnc(Oc3ccccc3)nc2n1-c1ccccc1 | 7%
COc1cccc([C@@H]2Oc3ccc(OC)cc3C(=O)[C@H]2OC(=O)Nc2ccc(OC(F)F)cc2)c1 | -2%
CC(C)(C)CC(C)(C)c1ccc(OCOCCOCCO)c(Cc2cc(C(C)(C)CC(C)(C)C)cc(Cc3cc(C(C)(C)CC(C)(C)C)ccc3OCOCCOCCO)c2OCOCCOCCO)c1 | 10%[21.7 µM]
COc1ccc(C2C=C3CNS(=O)(=O)C3CC2OC(=O)c2cccs2)cc1 (stereo not drawn) | 2%
CC(=O)N1CCC2(CCCN(Cc3nccs3)C2)CC1 | -6%
CCOc1ccc(C(=O)c2ccc(O)c(O)c2O)cc1 | 16µM*
CC(C)(C)NC(=O)[C@H]1CN(Cc2cccnc2)CCN1C[C@@H](O)C[C@@H](Cc1ccccc1)C(=O)N[C@H]1c2ccccc2C[C@H]1O | -8%
CC(C)C(C)/C=C/C(C)C1CCC2C3=CCC4CC(=O)CC[C@@]4(C)C3CC[C@]21C (stereo partly drawn) | 0%
CSc1nc(N)c2ncn([C@H]3O[C@H](COP(=O)(O)OP(=O)(O)O)[C@@H](O)[C@@H]3O)c2n1 | 8%
C=CCN1c2ccccc2[C@]23C[C@@H](C(=O)OC)N(S(=O)(=O)c4ccc([N+](=O)[O-])cc4)C2=NC(C(=O)OC)=C(C(=O)OC)[C@H]13 | -12%[12.9 µM]
CCOC(=O)CN1C(=O)CC(C[C@@H](O)C2C[C@@H](C)C[C@H](C)C2=O)CC1=O (stereo partly drawn) | 2%
O=c1n(Cc2cc3c(cc2Cl)OCO3)c(=O)n2n1CC[C@H]1/C(=N\OCc3ccccc3)[C@H]3O[C@@H]3[C@@H](O)[C@@H]12 | 1%[12.9 µM]
Cc1noc(C)c1-c1nc(N(C)C)c2ccccc2n1 | -5%
CN(C)Cc1ccccc1-c1nc(NC2CCNCC2)c2ccccc2n1 | -6%
CN(C)Cc1ccccc1-c1cncnc1NC1CC1 | 0%
C/C=C/OC(=O)NC(c1ccccc1)[C@]1(C(C)=O)CCCC1=O (stereo partly drawn) | -11%[12.9 µM]
O=C(NCc1ccccc1)C1(C(F)(F)F)C/C(=C/Cc2ccccc2)CCCO1 (stereo not drawn) | -7%
Cc1nc(NC2CCCCC2)c2nc(-c3ccccc3)n(CCCN3CCOCC3)c2n1 | 3%
Cc1ccc(S(=O)(=O)Nc2cccc3ccc(C)nc23)cc1 | ?
CCNCCCNCCCCNCCCNCC | 2%
CC(C)CO/N=C1/C[C@@H](O)[C@@H](O)[C@@H]2[C@@H]3C(=O)N(C[C@@H]4CCCO4)C(=O)[C@H]3CC[C@@H]12 | -9%[12.9 µM]
CC1=NN(c2ccc([N+](=O)[O-])cc2)C(=O)C1[N+](=O)[O-] (stereo not drawn) | -1%
O=c1cc(-c2ccccc2O)oc2c(O)c(O)ccc12 | 6.3µM*
CCCC/C=C/[C@H](c1ccccc1)[C@H](CO)Cc1ccccc1 | -3%
CN(C)Cc1ccccc1-c1nc(NCc2ccccc2)c2ccccc2n1 | 0%
CCc1c2c(nc3cccc(OC)c13)OC(CC)C2 (stereo not drawn) | -24%
CCCCCCOc1ccccc1C(N)=O | 6%
Cc1cccc(CNc2nc(-c3cccc(NS(C)(=O)=O)c3)nc3ccccc23)c1 | -8%
NC(N)=NCCCC(NC(=O)C(N)Cc1ccc(O)cc1)C(=O)O (stereo not drawn) | 6%
NC(=O)C1CCCN1C(=O)C(Cc1cnc[nH]1)NC(=O)C1CCC(=O)N1 (stereo not drawn) | -13%
COC1=C[C@H]2C3=C([C@H]2C1=O)[C@H](NC(C)=O)CCc1cc(OC)c(OC)c(OC)c13 | -1%[21.7 µM]
COC(=O)c1ccc(C(NC(=O)OCc2ccccc2)/C(=C/[C@@H](C)C(=O)N(C)C)c2cccnc2)cc1 (stereo partly drawn) | 3%
[C-]#[N+]/C(C#N)=C\c1cc(C(C)(C)C)c(O)c(C(C)(C)C)c1 | 2%
COc1ccc(C(=O)N2CCC3(CCCN(C(c4ccccc4)c4ccccc4)C3)CC2)cc1 | 2%
Cn1cccc1C(=O)N1CCC2(CC1)CCN(c1cccc(-c3ccccc3)c1)CC2 | -5%
CCOc1ccc(-c2nc3ccc(-c4nc5ccc(N6CCN(C)CC6)cc5[nH]4)cc3[nH]2)cc1 | -26%
Cc1ccc(S(=O)(=O)N[C@H]2COC(=O)C/C=C\[C@@H](C)COC(=O)C/C=C\[C@@H]2C)cc1 | 2%&3%[12.9 µM]
CC(C)(C)c1ccc(OC2C(O)COC2/C=C/C#Cc2ccccc2)cc1 (stereo not drawn) | -12%&-10%[12.9 µM]
CN(C)c1ncc2nc(CCc3ccccc3)c(=O)n(-c3ccccc3)c2n1 | -2%
COc1ccc(C(=O)N2CCC[C@@]3(CCN(c4ccccn4)C3)C2)cc1 | -6%
FC(F)(F)c1cccc(-c2noc(-c3cc(-c4ccccc4)c(C(F)(F)F)s3)n2)c1 | -2%&-1%
CC(C)(C)OC(=O)N1C=CCC1CN1C(=O)COCC1=O (stereo not drawn) | 5%
FC(F)(F)c1ccccc1-c1cncnc1NCc1cccnc1 | 15%
O=C(O)[C@@H]1CCN1 | -1%
CC(C)C[C@@H](CC(=O)N[C@@H](CCCN)CC(=O)N[C@@H]1CCCC[C@H]1C(=O)N[C@H](CC(=O)N[C@@H](CCC(=O)O)CC(=O)O)Cc1c[nH]c2ccccc12)NC(=O)[C@@H]1CCCC[C@H]1N | -24%
C[C@@]1(O)CCOC(=O)C1 | -9%[21.7 µM]
CC/C=C/[C@@H](c1ccccc1)[C@H](C)C(O)CC(=O)SC(C)(C)C (stereo partly drawn) | 0%
CC1CC=CC2C1C(=O)N(Cc1ccccc1)C2c1ccc(Br)cc1F (stereo not drawn) | 4%
O=C(c1cc(C(F)(F)F)cc(C(F)(F)F)c1)N1CCC[C@@]2(CCN(Cc3ccccc3)C2)C1 | 9%
COC(=O)C(C)CCCC(C)CCCC(C)CCCC(C)C (stereo not drawn) | -3%
C=C[C@@]1(C)CC(=O)[C@@]2(O)[C@@]3(C)[C@@H](O)CCC(C)(C)[C@@H]3[C@H](OC(=O)CCN(C)C)[C@H](OC(C)=O)[C@@]2(C)O1 | 1%
COc1cccc(CC(=O)N2CCc3nc(COc4ccccc4)c4c(c3C2)CO[C@@H](C)C4)c1 | 4%[12.9 µM]
CN(Cc1ccco1)c1ncnc2ccc(-c3cccc(NS(C)(=O)=O)c3)cc12 | -13%
CC(=O)[O][Hg][c]1ccccc1 | 18µM*
CCCCC/C=C\C/C=C\C/C=C\C/C=C\CCCC(=O)NCCCl | 10%
CC(C)C1CCC(C(=O)NC(Cc2ccccc2)C(=O)O)CC1 (stereo not drawn) | ?
c1ccc(-c2ccc(OCCN3CCCC3)cc2)cc1 | 0%
CC(C)C[C@H](NC(=O)[C@H](CCCCN)NC(=O)[C@H](CCCNC(=N)N)NC(=O)[C@H](C)NC(=O)[C@H](CO)NC(=O)[C@H](CCCCN)NC(=O)[C@H](CCCNC(=N)N)NC(=O)[C@H](C)NC(=O)CNC(=O)[C@@H](NC(=O)[C@H](Cc1ccccc1)NC(=O)CNC(=O)CNC(=O)[C@@H](N)Cc1ccccc1)[C@@H](C)O)C(=O)N[C@@H](C)C(=O)N[C@@H](CC(N)=O)C(=O)N[C@@H](CCC(N)=O)C(=O)O | 0%

(list continues)
canonical_smiles | Giardia FBPA inh
COc1cc(O)c2c(c1)O[C@H](c1ccccc1)CC2=O | 1%
COc1ccc(-c2ccc(C(C)=O)cc2)cc1C1C2C=CCCC2(C)C(=O)N1Cc1ccccc1 (stereo not drawn) | -5%
CC(=O)Oc1cc(OC(C)=O)c2c(=O)cc(-c3ccc(OC(C)=O)c(OC(C)=O)c3)oc2c1 | 3%
COC1[C@H](OC(N)=O)C(O)[C@H](Oc2ccc3c(O)c(NC(=O)c4ccc(O)c(CC=C(C)C)c4)c(=O)oc3c2C)OC1(C)C (stereo partly drawn) | 4%
CN(C)c1ccc(-c2cc(-n3ccnc3)ncn2)cc1 | ?
CC(C)NC(=O)N1CCCC2(CCN(C(=O)c3cccc(F)c3)CC2)C1 | -1%
COc1ccc(C(=O)N2CCC3(CC2)CN(C(=O)NC(C)C)C3)cc1 | 6%
CN(C)c1ncc2nc(-c3ccccc3)c(=O)n(C3CC3)c2n1 | -13%
CCCCC[C@H](O)/C=C/[C@H]1C=CC(=O)[C@@H]1CCCCCCC(=O)O | 0%
CCOC(=O)N/N=C1/C[C@@H](O)[C@@H](O)[C@@H]2[C@@H]3C(=O)N(Cc4ccccc4)C(=O)[C@H]3CC[C@H]12 | -1%[12.9 µM]
CC(Nc1oc(-c2ccccc2)nc1-c1cccc2ccccc12)c1ccccc1 (stereo not drawn) | -12%
CCOC(=O)N1CCN([N+]([O-])=NOc2cc(O/N=[N+](\[O-])N(C)C)c([N+](=O)[O-])cc2[N+](=O)[O-])CC1 | -12%
O=C(c1csnn1)N1CCC2(CCN(Cc3cc(C(F)(F)F)cc(C(F)(F)F)c3)CC2)CC1 | -7%
O=C(c1cnccn1)N1CCC2(CC1)CN(c1ccccn1)C2 | 1%
CN1CCN(c2ncc3nc(-c4ccc(Cl)cc4)c(=O)n(C4CC4)c3n2)CC1 | -3%

Continued; the last 3 above are carried over.
canonical_smiles | Giardia FBPA inh
O=C(c1csnn1)N1CCC2(CCN(Cc3cc(C(F)(F)F)cc(C(F)(F)F)c3)CC2)CC1 | -7%
O=C(c1cnccn1)N1CCC2(CC1)CN(c1ccccn1)C2 | 1%
CN1CCN(c2ncc3nc(-c4ccc(Cl)cc4)c(=O)n(C4CC4)c3n2)CC1 | -3%
CS(=O)(=O)N1CCC[C@@]2(CCN(C(c3ccccc3)c3ccccc3)C2)C1 | 1%
COc1cccc(Cn2c(=O)c(-c3ccc(F)cc3)nc3cnc(N4CCNCC4)nc32)c1 | -7%
O=C(Nc1cccc(F)c1)N1CC[C@@]2(CCCN(C(=O)c3cccc(F)c3)C2)C1 | 0%
O=C(Oc1ccccc1)N1CCC2(CC1)CN(c1ncccn1)C2 | 1%
COC(=O)C1=C(C(=O)OC)[C@@H]2N(Cc3ccccc3)c3ccccc3[C@@]23C[C@@H](C(=O)OC)N(S(=O)(=O)c2c(C)noc2C)C3=N1 | -1%[12.9 µM]
CC(C)Nc1nc(C#N)nc(Nc2ccccc2)n1 | -3%
